Compound activity deposited in PubChem BioAssay by several laboratories.
RSV CPE inhibition – RSV antiviral activity via CPE protection, HEp-2 cells, primary 10 µM value included (AID 2391). HEp-2 cells, RSV-induced CPE inhibition; higher % means a stronger effect. one-dose CPE inhibition, % at 10 µM; IC50 in µM for titrated hits. hit rate 0.13% among 310,000; in the data active means a potency from the dose series; further: strong numbers were not always called active
CSM14.1 death rescue – rescue of cells from ER stress-induced death, primary screen, 384-well, CSM14.1, thapsigargin, ATP luminescence (AID 1222); CSM14.1 thapsigargin-induced death rescue, ATP luminescence; higher % means a stronger effect; cellular ATP content (survival), % at 20 µM, or EC50 in µM where a hit was titrated; 190,000 tested, under 10 active;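 active means EC50 below 50 µM in the dose-response confirmation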;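 further: death triggered by thapsigargin at about 15 µM added after 2 h compound pretreatment; cell ATP read after overnight thapsigargin exposure of roughly 18 to 22 hours; normalized against plate controls of thapsigargin alone and 5% DMSO vehicle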
human PMI inhibition – MPI enzyme activity inhibition – biochemical, fluorescence intensity, coupled assay, primary screen (AID 1209); purified PMI enzyme, coupled fluorescence intensity; higher % means a stronger effect; inhibition, % at 20 µM, or IC50 in µM where a hit was titrated; hit rate 0.42% among 190,000;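 further: plate controls were DMSO vehicle for no effect and wells lacking substrate for full effect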
Salmonella PhoP GFP – PhoP-dependent GFP reporter repression – Salmonella Typhimurium, primary screen (AID 1863). S. Typhimurium PhoP-regulated promoter GFP reporter, 4 h; higher % means a stronger effect. hit rate 0.16% among 300,000. one-dose inhibition, % at 50 µM; IC50 in µM for titrated hits;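 active means inhibition over 29.93%, a cutoff 3 SD above the screen mean, later confirmed by dose response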;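 further: 0% = low Mg2+ inducing control and 100% = high Mg2+ repressing control; strong numbers were not always called active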
PMI inhibition – human PMI inhibitors, high substrate, primary screen, biochemical, fluorescence intensity, high mannose 6-phosphate (AID 1220). recombinant PMI enzyme, coupled fluorescence intensity; higher % means a stronger effect. one-dose inhibition, % at 20 µM; IC50 in µM for titrated hits. hit rate 0.66% among 190,000
Insulin prom up – MIN6 insulin promoter up-regulation; MIN6 insulin promoter-GFP reporter, high-content imaging; active compounds read high; z-score at 5 µM; hit rate 0.3% among 190,000; AID 1625;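 active means z-score above 3 at 5 µM with at least 500 cells counted in the well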
West Nile antiviral – West Nile virus antiviral activity, cell-based, CPE readout (AID 1621) | West Nile virus-infected cells, CPE inhibition; higher % means a stronger effect | one-dose CPE inhibition, % at 10 µM; IC50 in µM for titrated hits | hit rate 0.02% among 290,000; in the data active means a potency from the dose series; further: strong numbers were not always called active
TNAP activation fold – human TNAP enzyme activators, primary screen, biochemical, luminescent, no phosphate acceptor, uHTS (AID 1001). purified TNAP, luminescent activation assay, no phosphate acceptor; higher activation fold means a stronger effect. activation fold at 20 µM, or EC50 in µM where a hit was titrated. hit rate 0.03% among 200,000; in the data active means activation fold from about 3, or a potency from the dose series; inactive means the rest, 99 in 100 with activation fold below about 1.6; further: many of its hits are not listed in these tables
SV40 large T antigen – SV40 large T antigen inhibitors, biochemical (AID 1903). SV40 large T antigen ATPase/helicase inhibition assay; higher % means a stronger effect. one-dose inhibition, % at 20 µM; IC50 in µM for titrated hits. hit rate 0.39% among 310,000; in the data active means a potency from the dose series; further: strong numbers were not always called active
Insulin prom up cell count – recorded beside Insulin prom up, whose call it bears; cell count; measured here: cytotoxicity, nuclei count;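 total cells summed across four imaged fields per well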
Active calls of the source: *; nt = no result given. Unless noted, no stated cut-off is given here; in the data, active means inhibition above about 50%; inactive means the rest.

SMILES | RSV CPE inhibition | CSM14.1 death rescue | human PMI inhibition | Salmonella PhoP GFP | PMI inhibition | Insulin prom up | Insulin prom up cell count | West Nile antiviral | TNAP activation fold | SV40 large T antigen
Cc1cc(C)c2nc(SCC(=O)N3CCCCC3)c(C#N)cc2c1 | nt | -0.8% | 1% | 15% | 10% | 0.51 | 1281 | -0.2% | 1.1 | 13%
CC(C)c1ccc(CC(NC(=O)c2ccccc2)C(=O)NCC(=O)O)cc1 (centres undefined) | -1.4% | 1.5% | -5% | -7% | -1% | -0.32 | 1666 | 0.5% | 0.9 | 7%
COc1c(C(=O)Nc2c(C)n(C)n(-c3ccccc3)c2=O)ccc2ccccc12 | 1.5% | nt | 11% | 1% | 5% | 0.36 | 1295 | -0.5% | 1.1 | nt
Cc1ccc(-c2nc3ccccc3c(=O)n2N)cc1 | 0.9% | nt | nt | 2% | nt | nt | nt | -0.1% | nt | 19%
C/C(=N\NC(=O)CSCc1ccc([N+](=O)[O-])cc1)c1ccccc1O | 1.8% | -0.3% | -14% | 13% | -19% | -0.19 | 1261 | 0.4% | 1 | 5%
CN(C)C(CNC(=O)CNC(=O)c1ccc2ccccc2c1)c1ccccc1 (centres undefined) | 0.1% | nt | nt | -1% | nt | nt | nt | 1.2% | nt | 7%
O=Cc1cn(CCC(=O)O)nc1-c1cccc2ccccc12 | 2.8% | 2.7% | 5% | -4% | 6% | 0.5 | 1643 | 0.6% | 1.1 | -3%
COCCCNC(=O)CN(Cc1ccccc1)S(=O)(=O)c1ccccc1 | -0.1% | nt | nt | 4% | nt | nt | nt | -0.5% | nt | 2%
Cc1cc(C)nc(N2C(=O)CC(Cc3ccccc3)C2=O)n1 (centres undefined) | 5.3% | -4.3% | 15% | -3% | 17% | -0.19 | 1238 | -0.2% | 1.1 | 6%
CCCOc1ccc(/C(O)=C2/C(=O)C(=O)N(CCCOC)C2c2ccncc2)cc1 (centres undefined) | 0.8% | 0.1% | 4% | -13% | -5% | 0.77 | 1743 | 0.5% | 1.1 | 6%
O=C(CCN1CCCCC1)Nc1cccc(Cl)c1 | -0.3% | -1.6% | -4% | 10% | -7% | -0.28 | 1017 | 0.1% | 1.1 | 16%
COc1ccc(NC(=O)c2ccc3ccccc3n2)cc1S(=O)(=O)Nc1ccccc1Cl | 4.3% | 1.8% | 11% | 5% | 1% | -0.5 | 1349 | -0.8% | 0.9 | 5%
CCN(CC)C(=O)c1cc(-c2ccc3c(c2)OCO3)on1 | 1.3% | nt | nt | -8% | nt | nt | nt | 0.5% | nt | 1%
CC(C)N(C(=S)Nc1cc(S(=O)(=O)N2CCOCC2)ccc1Cl)c1ccccc1 | 2.8% | 4.0% | 19% | -4% | 12% | 0.62 | 1543 | 1.1% | 1 | 8%
CCc1nnc(NC(=O)c2ccc3c(c2)C(=O)N(CC(C)C)C3=O)s1 | nt | -2.1% | -21% | 7% | -22% | 0.01 | 1299 | 0.5% | 1 | 12%
Cc1ccc(OCC(=O)NC(=S)Nc2cccc(NC(=O)c3ccccc3)c2)cc1 | 1.9% | -1.0% | 14% | -13% | 3% | nt | nt | 0.1% | 1.1 | 0%
O=C(Nc1cccc(NC(=O)c2ccccc2[N+](=O)[O-])n1)c1ccccc1[N+](=O)[O-] | 12% | -1.9% | 10% | -12% | 11% | nt | nt | -0.2% | 1.1 | 8%
CCn1c(SCC(=O)Nc2ccccc2)nnc1C1CCCCC1 | 1.1% | -1.0% | -11% | 2% | 0% | nt | nt | 0.0% | 1.1 | 1%
CCn1c(-c2sc(-c3ccccc3)nc2C)n[nH]c1=S | -3.2% | -0.6% | -2% | 1% | 3% | -0.21 | 1367 | 0.0% | 1.3 | 23%
O=C(CNC(=O)c1ccccc1F)OCC(=O)c1ccc(Cl)s1 | 0.2% | nt | nt | 7% | nt | nt | nt | 1.3% | nt | 12%
COCCNC(=O)C(=O)Nc1cccc(Br)c1 | 1.7% | -3.9% | 6% | 15% | 6% | nt | nt | -0.4% | 1.1 | 4%
O=C(CSc1nnnn1C1CCCCC1)N1CCc2ccccc21 | 0.2% | -1.3% | 8% | -7% | 0% | 0.47 | 1441 | -0.5% | 1.1 | 1%
COC(=O)c1sccc1NC(=O)c1ccccc1F | 81% | nt | nt | -6% | nt | nt | nt | 0.4% | nt | 12%
COc1nc(NC(C)(C)C)nc(Oc2ccc(=O)n(C)n2)n1 | 2.5% | 2.1% | -3% | -7% | -7% | -0.68 | 756 | 0.4% | 1.1 | 5%

An excerpt from above, reduced to SV40 large T antigen.
SMILES | SV40 large T antigen
O=C(CNC(=O)c1ccccc1F)OCC(=O)c1ccc(Cl)s1 | 12%
COCCNC(=O)C(=O)Nc1cccc(Br)c1 | 4%

Continued:
SMILES | RSV CPE inhibition | CSM14.1 death rescue | human PMI inhibition | Salmonella PhoP GFP | PMI inhibition | Insulin prom up | Insulin prom up cell count | West Nile antiviral | TNAP activation fold | SV40 large T antigen
CCN(CC)S(=O)(=O)c1ccc(N2CCCC2)c(C(=O)OCC(=O)N2CCCC2)c1 | 0.1% | 3.2% | -3% | 7% | -3% | 0.17 | 1552 | 0.6% | 1.1 | 4%
CN(Cc1ccco1)C(=O)Cn1ncc2c([nH]c3ccccc32)c1=O | 5.2% | nt | nt | -5% | nt | nt | nt | 0.1% | nt | 10%
CCc1cccc2c(/C=N/NC(=O)c3cccc(S(=O)(=O)Nc4ccccc4Cl)c3)c[nH]c12 | 12% | -1.1% | 0% | 5% | 10% | 0.02 | 1327 | -0.5% | 1 | 13%
CCOC(=O)Cc1csc(NC(=S)NC(=O)c2ccccc2Br)n1 | 0.8% | -1.1% | 5% | -14% | 1% | 0.41 | 1348 | -0.1% | 1 | 8%
CSc1ncc(C(=O)Nc2cccc(C)c2C)c(C)n1 | 0.7% | nt | nt | 1% | nt | nt | nt | 0.2% | nt | 24%
Cc1ccc(C(=O)N2CCN(c3ccc(NC(=O)Cc4ccccc4)cc3)CC2)cc1 | 5.4% | nt | nt | 2% | nt | nt | nt | -0.3% | nt | 10%
NNC(=O)c1ccc(Oc2cc(Cl)cc(Cl)c2)o1 | 0.9% | nt | nt | -9% | nt | nt | nt | -1.0% | nt | 4%
COCCOC(=O)C1=C(C)OC(N)=C(C#N)C1c1ccc2c(c1)OCO2 (centres undefined) | 1.8% | nt | 22% | 1% | 19% | 0.9 | 1066 | -0.1% | 1.1 | 2%
CC(C)(C)NC(=O)CN(C(=O)C(=O)Nc1ccc2c(c1)OCCO2)C1CCCC1 | 1.1% | nt | nt | -3% | nt | nt | nt | 1.1% | nt | 13%
COc1ccc(S(=O)(=O)N2CCN(C(=O)NC3CCCCC3)CC2)cc1OC | -1.1% | 1.5% | 6% | -7% | -3% | 1.6 | 1280 | 0.9% | 1.1 | -2%
COc1ccc(NC(=O)C2C3C=CC(C3)C2C(=O)O)cc1 (centres undefined) | -1.5% | nt | nt | -2% | nt | -0.28 | 996 | 0.2% | nt | 20%
CC(C)C[C@H](NC(=O)N1CCCCCC1)C(=O)O | -0.2% | nt | nt | 0% | nt | 0.4 | 1052 | 0.4% | nt | 3%
COc1cc(OC)cc(-c2nnc(SCc3cccc(C(=O)O)c3)o2)c1 | 0.8% | 0.7% | -8% | 5% | -17% | nt | nt | 0.7% | 1.1 | 2%
CCN(c1cccc(C)c1)S(=O)(=O)c1ccc2c(c1)oc(=O)n2C | 5.5% | nt | nt | 8% | nt | nt | nt | -0.6% | nt | 4%
O=c1c(C(c2ccc(Cl)cc2)c2c(O)nc3n(c2=O)CCS3)c(O)nc2n1CCS2 | 0.4% | nt | nt | -16% | nt | 1.4 | 873 | 0.8% | nt | 22%
Cc1ccccc1NC(=S)N(Cc1cccs1)C1CCCCC1 | -1.3% | 1.0% | 13% | -1% | 7% | nt | nt | 0.0% | 1 | 8%
CCC(C)NC(=O)Cn1nc(C(F)(F)F)c2c1CCCC2 (centres undefined) | 1.9% | -4.8% | -4% | 3% | -6% | nt | nt | 0.1% | 1.1 | 5%
Cc1ccc(-n2ncc3c(NNC(=O)Cc4ccccc4)ncnc32)cc1 | 1.2% | 0.9% | 12% | -8% | 11% | -0.21 | 1408 | -0.6% | 1.8 | 2%
NC(=O)Cc1ccc(Nc2nnc(-c3ccc(O)cc3)c3ccccc23)cc1 | 2.7% | 2.4% | -1% | -4% | -8% | -0.42 | 1637 | 0.5% | 0.9 | 24%
COc1ccc(S(=O)(=O)N2CCCOC2CNC(=O)C(=O)NCCc2ccco2)cc1 (centres undefined) | 2.2% | nt | nt | -4% | nt | nt | nt | 0.5% | nt | 30%
O=C(COC(=O)CNC(=O)c1ccc(Cl)cc1)Nc1ccc(Cl)cc1C(F)(F)F | 3.9% | -1.0% | 13% | -6% | 4% | -0.11 | 1501 | -0.3% | 1.2 | 13%
N/C(=N\OC(=O)C1CCCCC1)c1ccc(Br)cc1 | 1.1% | nt | nt | -5% | nt | nt | nt | 0.0% | nt | 2%
Cc1ccc(CN2CCN(Cc3cccc(-n4cccn4)c3)CC2CCO)cc1 (centres undefined) | 0.2% | -1.3% | -6% | -2% | -3% | -0.32 | 1483 | -1.8% | 1 | 5%
CCC[C@@H]1C[C@@]1(CCC)[C@@H](NP(=O)(c1ccccc1)c1ccccc1)c1ccc(C(=O)OC)cc1 | -4.8% | 3.0% | 18% | -3% | 14% | -0.79 | 672 | 0.7% | 1.3 | 9%

Quoted from the listing.
In TNAP activation fold, Cc1ccccc1NC(=S)N(Cc1cccs1)C1CCCCC1 shows 1
In human PMI inhibition, NC(=O)Cc1ccc(Nc2nnc(-c3ccc(O)cc3)c3ccccc23)cc1 shows -1%

The results go on.
SMILES | RSV CPE inhibition | CSM14.1 death rescue | human PMI inhibition | Salmonella PhoP GFP | PMI inhibition | Insulin prom up | Insulin prom up cell count | West Nile antiviral | TNAP activation fold | SV40 large T antigen
Cc1ccccc1Cn1nnc(-c2ccc3c(c2)OCO3)n1 | 0.6% | 1.7% | 14% | 5% | 13% | -0.85 | 975 | 0.2% | 1 | -2%
Cc1ccc2c(c1)C(O)(c1c(C)[nH]c3ccccc13)C(=O)N2 (centres undefined) | 0.5% | -1.2% | 24% | 11% | 14% | -1.3 | 1198 | -0.2% | 1 | 4%
O=C1N/C(=C/c2ccsc2)C(=O)N1c1ccccc1 | 0.5% | 0.0% | -5% | 0% | -9% | -0.09 | 1392 | -0.1% | 1.1 | 18%
Cc1nn2c(N3CCN(C)CC3)c3c(nc2c1-c1ccccc1)CCCC3 | -3.5% | nt | nt | -2% | nt | 0.11 | 1371 | 0.3% | nt | 3%
CC(CN1CCCCC1)OC(=O)c1ccccc1F (centres undefined) | 1.1% | nt | nt | -1% | nt | nt | nt | -0.1% | nt | 10%
Cc1ccc2c(c1)COc1c3ccc(C(=O)N4CCOCC4)cc3nn1-2 | 8.0% | nt | nt | -4% | nt | 0.07 | 901 | -0.6% | nt | 8%
COc1ccc(C(=O)N2CCC(C(=O)N3CCN(c4ccccc4)CC3)CC2)cc1 | 0.0% | nt | nt | -4% | nt | nt | nt | -1.0% | nt | 8%
Cc1ccc2cc(CCNC(=O)CCCc3ccccc3)c(=O)[nH]c2c1C | 0.9% | nt | nt | 4% | nt | nt | nt | 0.4% | nt | -7%
COc1cc2ccccc2cc1C(=O)N1CCN(C)CC1 | 0.6% | 4.8% | 6% | 7% | -15% | 0.12 | 783 | -0.2% | 1.1 | 8%
